High-throughput results from PubChem BioAssay.
p53ts 39C tox: kills p53ts cells at the nonpermissive temperature | H1299-p53A138V viability at 39C, ATP luminescence, 24 h | Potency, µM (series often up to 46.1 µM), without a hit: top-dose activity change, negative = cell killing, most hits filed as cytotoxic | 1.5% of 130,000 active | AID 902; further: nearly all actives have a fitted effect of over 55% in size
IkB signaling: suppresses IkB signaling in ABC-DLBCL reporter cells | ABC-DLBCL IkBa-CBG/CBR dual luciferase ratio, 4 h; response scale: scaled: untreated 0%, proteasome inhibitor 100% | Potency, µM (highest dose often 57.1 µM), for inactives: at the highest dose IkBa stabilization activation | 0.04% of 110,000 active | AID 445; active means well fitted curve in the direction sought with a large enough effect in the signal ratio, not every such curve was filed as active; inconclusive means small, poorly fitted or top-dose-only effect, or a change in a side signal; the % refers to the signal ratio;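 further: the direction sought is a rising ratio; 0% = basal untreated cells and 100% = reference inhibitor full response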
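In this assay, an IκBα–CBG68 fusion accumulates when IKK-driven degradation is blocked; native CBR normalizes for cell number. OCI-Ly3 cells were treated 4 h with compound and doxycycline, then green and red light read after Chroma-Glo addition.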
Peg3 imprint: genomic imprint erasure induction; mouse ES Peg3-LacZ reporter, beta-gal luminescence, 40 h; Potency, µM (series often up to 60.7 µM), for the others: at the highest dose activity change, positive = activation, most hits filed as activators; 0.02% of 110,000 active;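 further: 0% = negative control wells on the plate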
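Imprint erasure is scored as LacZ activity from the silenced maternal Peg3 allele in feeder-free female ES cells cultured 40 h with LIF. Luminescence is normalized to in-plate negative controls and fitted to the Hill equation.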
p53ts 32C kill: kills p53ts cells at the permissive temperature; H1299-p53A138V at 32C, ATP luminescence viability, 24 h; Potency, µM (series often up to 46.1 µM), for inactives: at the highest dose activity change, negative = cytotoxicity, most hits filed as cytotoxic; 0.93% of 130,000 active;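 further: 0% = DMSO and -100% = full killing by reference compound; nearly all actives have a fitted effect of over 55% in size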
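ATP-content luminescence (ATPlite) read-out after 24 h compound exposure at 32C in H1299-p53A138V cells (600/well). Tested up to 46 uM. Normalized to DMSO (0%) and 100 uM tamoxifen (100% killing); Hill-fit AC50.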
Starred values were filed as active, the others as inactive; ? = inconclusive; . = no result given; [ ] = dose if it differs, or a comment. Unless noted, the call rests on the fitted dose curve; in most records, active means well fitted curve in the direction sought with a large enough effect; inconclusive means small, poorly fitted or top-dose-only effect, or another doubt; inactive means no such curve, though single readings can be large; an effect the other way counts as inactive or inconclusive. Unless noted, on the % scale 0 is the no-effect control and ±100 the full control effect; potency means the concentration at half of the fitted maximal effect.

SMILES	p53ts 39C tox	IkB signaling	Peg3 imprint	p53ts 32C kill
CCOC(=O)c1ccc(N2C(=O)C3CC=CCC3C2=O)cc1 (configuration not stated)	-5%	-0.7%	-28%	-8%
COC(=O)c1ccc(C(NC(=O)OCc2ccccc2)/C(F)=C/[C@@H](C)C(=O)NCc2cc(C)on2)cc1 (some centres not stated)	-30%	.	-17%	-25%
Cn1c(CCN2CCCCCC2)nc2cc(NC(=O)Nc3ccccc3)ccc21	-7%	?	-62%[inhibitor]	-17%
CC(C)COC(=O)c1ccc(NC(=O)C2C3CCC(C3)C2C(=O)O)cc1 (configuration not stated)	-6%	-0.4%	-8%	-9%
Cc1cc(NC(=O)CCC(=O)N(c2ccccc2)C(C(=O)NC2CCCCC2)c2cccs2)no1 (configuration not stated)	9%	.	.	-7%
CCCN(C(=O)c1ccc2c(=O)n3c(nc2c1)CCCCC3)c1cccc(Cl)c1	-9%	?	-9%[10.9 µM]	-7%
O=C(NCCO)c1scc2c1OCCO2	1%	-0.6%	3%	-2%
CCN1C(=O)C2(c3ccccc31)c1c(oc3ccc(F)cc3c1=O)C(=O)N2CCCOC (configuration not stated)	14%	0.5%	-5%[10.9 µM]	7%
CCOc1ccccc1C1C(C#N)=C(N)SC(N)=C1C#N	2%	0.5%	-11%	12%
COc1ccc(Br)cc1CNC(=O)CCCn1c(=O)c2cccn2c2cccnc21	-19%	1.6%	-18%[10.9 µM]	6%
Cc1ccccc1CN1C(=O)c2ccccc2Sc2ccc(C(=O)NC3CCCC3)cc21	-9%	?	-22%[10.9 µM]	6%
COc1ccc(C2=NN(CC(=O)NCc3ccccc3Cl)C(=O)CC2)cc1	-14%	3.8%	-12%[10.9 µM]	-1%
CC1(C)CC(=O)C2=C(C1)NCN(CCCN1CCOCC1)C2	1%	-1.3%	4%	-8%
CC(C)c1c(O)c(-c2cc3c(c(C(C)C)c2O)CCC2C(C)(C)CCC[C@@]32C)cc2c1CCC1C(C)(C)CCC[C@@]21C (some centres not stated)	-5%	.	-20%	12%
CCN(CC)C(=O)C1CCN(c2cc(C)nc3c(-c4ccc(OC)c(OC)c4)c(C)nn23)CC1	3%	0.2%	6%[10.9 µM]	8%
O=C(O)c1cnc2ccccc2n1	5%	1.6%	11%	8%
COc1ccc(NC(=O)CSc2nc3c([nH]c4ccccc43)c(=O)n2C)cc1	-32%	1.5%	-5%[10.9 µM]	12%
COc1ccc(C(=O)N2c3ccccc3CC2C)cc1OC (configuration not stated)	9%	0.8%	-13%	11%
Cc1sc(NC(=O)CSc2ncn(-c3ccccc3)n2)nc1-c1ccccc1	-11%	.	.	-8%
CCOc1ccccc1NC(=O)CN(C)S(=O)(=O)c1ccc2nc(C)sc2c1	-12%	?	-9%[10.9 µM]	-3%
Cc1nc2nc(SCC(=O)NCc3ccccc3)nn2c(C)c1Cc1ccccc1	-15%	?	-7%[10.9 µM]	6%
CCN(CC)C(=O)c1sc(NC(=O)c2nc3ncccn3n2)c(C(=O)OC)c1C	17%	?	-4%[10.9 µM]	1%
CC(C)(C)c1ccc(C2=NC(C)(C)N(CC(=O)Nc3ccc(F)c(F)c3)C2=O)cc1	?	?	3%[10.9 µM]	-12%
O=C(/C=C/c1ccc(Cl)cc1)N1CCC(c2nc3ccccc3o2)CC1	-26%	?	-7%[10.9 µM]	-3%
Cc1ccc(C)c(C(=O)C(C)OC(=O)c2cccn2C)c1 (configuration not stated)	-7%	0.1%	-13%	5%
CCCn1c(C(O)c2ccc3c(c2)OCO3)nc2ccccc21 (configuration not stated)	-4%	1.3%	-8%	0%
COc1ccc(NC(=O)c2c(C)oc3ccc(O)c(CN4CCCCCC4)c23)cc1	44%[activator]	-0.6%	3%[10.9 µM]	20%
O=C(Nc1ccc(C(=O)OCc2cc(=O)n3ccsc3n2)cc1)c1cccc(F)c1	-6%	-2.7%	-8%[10.9 µM]	0%
Fc1ccc(-c2cc(C(F)(F)F)nc(-n3cncn3)n2)cc1	-8%	-1.6%	-1%	-16%
CCS(=O)(=O)N1CCc2cc(C(=O)Nc3cccc(NC(C)=O)c3)ccc21	?	?	-13%[10.9 µM]	-15%

Complete entries from above.
Listed for Cc1ccc(C)c(C(=O)C(C)OC(=O)c2cccn2C)c1 (configuration not stated) : p53ts 39C tox = -7%; IkB signaling = 0.1%; Peg3 imprint = -13%; p53ts 32C kill = 5%
Listed for CCS(=O)(=O)N1CCc2cc(C(=O)Nc3cccc(NC(C)=O)c3)ccc21 : p53ts 39C tox = ?; IkB signaling = ?; Peg3 imprint = -13%[10.9 µM]; p53ts 32C kill = -15%

Next section
SMILES	p53ts 39C tox	IkB signaling	Peg3 imprint	p53ts 32C kill
COc1ccc(-n2c(=O)c3ccccc3n(CC(=O)Nc3ccccc3OC)c2=O)cc1	2%	?	1%[10.9 µM]	2%
COc1ccc(F)c(C2C(C#N)=C(N)Oc3n[nH]c(C(C)(C)C)c32)c1 (configuration not stated)	2%	-0.7%	-3%	6%
Cc1ccc(O)c(-c2n[nH]c3c2C(c2ccccc2F)N(Cc2ccco2)C3=O)c1 (configuration not stated)	?	?	-7%[10.9 µM]	51%[activator]
O=C(COC(=O)CCC(=O)Nc1nccs1)NCc1ccco1	4%	1.3%	.	-4%
O=C(OCC(=O)N1CCCCCC1)c1cccs1	-10%	-0.4%	-5%	0%
Cc1cc(F)ccc1OC1C=CC(c2ccc3c(c2)OCO3)OC1CO (configuration not stated)	-10%[9.22 µM]	.	.	-1%[9.22 µM]
CN1C(=O)C(=C2CCCCCC2)SC1=S	-8%	1.1%	-9%	3%
CC1(C)Oc2ccc3ccc(=O)oc3c2CC1O (configuration not stated)	12%	.	-10%	1%
Cc1ccc(C)c(NC(=O)Cn2cc(S(=O)(=O)NC(C)C)c(S(=O)(=O)NC(C)C)c2)c1	2%	1.1%	14%[10.9 µM]	14%
COc1ccc(NC(c2nnc(-c3ccccc3)o2)c2ccccc2F)cc1Cl (configuration not stated)	-12%	?	-6%[10.9 µM]	21%
CCOC(=O)C1CCCN(C(=O)c2cn(C)c3ccc(S(=O)(=O)N(C)C)cc3c2=O)C1 (configuration not stated)	3%	0.2%	5%	-3%
COc1ccccc1NC(=O)CSc1ncc2c(n1)-c1ccccc1N(Cc1ccccc1C)S2(=O)=O	-1%	1.5%	-3%[10.9 µM]	7%
CN(CC(=O)N1CCc2ccccc21)S(=O)(=O)c1cccc2cccnc12	-4%	-2.1%	-15%	16%
COc1ccc(C(CNC(=O)Cc2ccc(Cl)cc2)N2CCOCC2)cc1 (configuration not stated)	25%	-0.3%	-14%[10.9 µM]	6%
O=C(Nc1ccc(S(=O)(=O)N2CCc3ccccc32)cc1)c1ccco1	-24%	6.1%	-13%	-1%
COc1ccc(N/C=C2/CCCCC2=O)cc1	-2%	2.2%	-12%	-4%
O=C(COC(=O)CCc1c[nH]c(=O)[nH]1)Nc1ccccc1	3%	6.4%	-9%	-2%
O=C(O)c1ccc(S(=O)(=O)N=Nc2c(O)[nH]c3ccccc23)cc1	18%[9.22 µM]	0.7%[11.4 µM]	10%[10.9 µM]	-8%[9.22 µM]
CCC(CC)C(=O)NCCc1cc2ccc(OC)cc2[nH]c1=O	-2%	-1.0%	-10%	10%
CCOc1ccccc1N(C)C(=O)c1cc2c(s1)-c1ccccc1OC2	-18%	0.9%	14%[10.9 µM]	26%
COCc1nc2ccccc2n1Cc1cccc(C)c1	-25%	-0.6%	-5%[10.9 µM]	2%
CC1CCN(c2ccc(-c3cccc(NS(=O)(=O)c4ccc(F)cc4F)c3)nn2)CC1	13µM*	?	-13%[10.9 µM]	16µM*
CCOc1ccccc1CNC(=O)CCn1ccc2cc(S(=O)(=O)N3CCCCC3)ccc21	7%	?	-14%[10.9 µM]	17%
O=C(CSc1nnc(-c2cccnc2)n1-c1ccccc1)Nc1ccc2c(c1)OCO2	16%	?	-9%	15%
CC(C)(C)NC(=O)Cn1nnc(-c2ccc(Cl)cc2)n1	-17%	1.1%	-17%	-15%
O=C(CS(=O)(=O)Cc1ccccc1)NCC1CCCO1 (configuration not stated)	-2%	-1.2%	-7%	6%
CCC(C)(C)n1nnnc1C(c1ccc(C)cc1)N1CCN(C(=O)c2ccco2)CC1 (configuration not stated)	17%	.	.	5%
CCOC(=O)c1cc(OC(=O)c2ccc(C)cc2)n(-c2ccccc2)n1	0%	-4.8%	8%[10.9 µM]	-12%
CSc1nc(N2CCOCC2)c2c(c1C#N)CCCCC2	10%	0.2%	-7%	6%
COc1ccc(NC(=O)CCCNS(=O)(=O)c2cccs2)cc1	10%	1.0%	-6%	12%

Molecules from the list above that contain a COOH group, in the order listed:
SMILES	p53ts 39C tox	IkB signaling	Peg3 imprint	p53ts 32C kill
CC(C)COC(=O)c1ccc(NC(=O)C2C3CCC(C3)C2C(=O)O)cc1 (configuration not stated)	-6%	-0.4%	-8%	-9%
O=C(O)c1cnc2ccccc2n1	5%	1.6%	11%	8%
O=C(O)c1ccc(S(=O)(=O)N=Nc2c(O)[nH]c3ccccc23)cc1	18%[9.22 µM]	0.7%[11.4 µM]	10%[10.9 µM]	-8%[9.22 µM]

(cont.)
SMILES	p53ts 39C tox	IkB signaling	Peg3 imprint	p53ts 32C kill
FC(F)(F)c1cccc(N2CCN(Cc3ccoc3)CC2)c1	3%	1.0%	-9%	-1%
Cc1ccccc1-c1ccc2ncnc(NCc3cccs3)c2c1	-12%	2.8%[11.4 µM]	-17%	16%
Nc1ncnc2c1ncn2[C@@H]1O[C@@H](CO)[C@H](O)[C@H]1O	12%[20.6 µM]	-0.2%[25.6 µM]	8%[16.8 µM]	11%[20.6 µM]
CCn1ncc(Br)c1C(=O)N(C)C12CC3CC(CC(C3)C1)C2	-18%	0.8%	-24%	10%
O=C(CN(c1cccc(Br)c1)S(=O)(=O)c1ccccc1)N1CCc2ccccc2C1	-9%	?	-12%[10.9 µM]	1%
COC(=O)/C(=C1/Oc2cc(C)oc(=O)c2S1)C(F)(F)F	5%	.	.	8%
CN(c1ccc(Cl)cc1)S(=O)(=O)c1nnc(NC(=O)c2ccco2)s1	-2%	0.2%	-6%[10.9 µM]	7%
CCOC(=O)CSc1nncc2ccc(OC)c(OC)c12	0%	3.0%	-20%	7%
Cc1cccc2cc(C(c3nnnn3CC3CCCO3)N3CCOCC3)c(=O)[nH]c12 (configuration not stated)	-7%	-0.4%	7%	-1%
CCOc1ccc(CCNc2cc(C)nc3ncnn23)cc1OCC	-3%	2.2%	-13%	-10%
CCCSc1nnc(Cc2cc(=O)[nH]c(=O)[nH]2)n1-c1cc(C)ccc1C	4%	0.3%	10µM*	-18%
Cc1c(C(=O)NCc2ccc(F)cc2)sc2nc3n(c(=O)c12)CCC3	-21%	1.2%	-9%[10.9 µM]	10%
COc1ccccc1-n1cnc2cc(NS(=O)(=O)c3ccccc3)ccc21	-6%	?	-10%	4%
Cc1ccc(O)c(CNn2cnnc2)c1	4%	.	.	-5%
CCCCOC(=O)Nc1nccs1	23%	.	.	-7%
CCCCn1c(SCC(=O)N2CCC(C)CC2)nc2cc(S(N)(=O)=O)ccc21	-9%	-0.1%	-8%	-1%
Cc1ccc(CCNc2nc3ccccc3c3nc(-c4ccccc4)nn23)cc1	-3%	?	-3%[10.9 µM]	6%
O=C1C2CC=C(Cl)CC2C(=O)N1CCc1c[nH]c2ccccc12 (configuration not stated)	-5%	1.5%	-12%	3%
Cc1ccc(CN(C(=O)COc2ccccc2[N+](=O)[O-])c2ccccn2)cc1	-3%	?	-9%[10.9 µM]	-1%
COC(=O)c1nnn(CC(=O)NC(=O)Nc2ccc(F)cc2)c1C(=O)OC	6%	-0.2%	2%[10.9 µM]	-8%
Cc1ccc(N2CCCCn3c2nc2c3c(=O)n(CC(=O)O)c(=O)n2C)cc1	-2%	0.4%	-6%	0%
O=C(OCCN1CCCC1)C1(c2ccccc2)CCCC1	12%	1.8%	.	0%
Cc1ccc(N2CC(NC(=O)C3CCCC3)CC2=O)cc1 (configuration not stated)	3%	?	-6%[10.9 µM]	7%
COc1cc(C(=O)NCCc2csc3nc(-c4ccccc4C)nn23)cc(OC)c1OC	-2%	3.1%	-7%[10.9 µM]	-7%
